Screening data from PubChem BioAssay.
GPR151 activ: activates the human receptor GPR151 | Q8TDV0 | PathHunter beta-arrestin GPR151 cells, luminescence | activation, % at 11.2 µM | 650,000 tested, 1% active; in the data active means activation above about 4.9%;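 further: 0% = median of compound wells and 100% = cells with positive control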
Target sequence (Q8TDV0 whole entry, looked up): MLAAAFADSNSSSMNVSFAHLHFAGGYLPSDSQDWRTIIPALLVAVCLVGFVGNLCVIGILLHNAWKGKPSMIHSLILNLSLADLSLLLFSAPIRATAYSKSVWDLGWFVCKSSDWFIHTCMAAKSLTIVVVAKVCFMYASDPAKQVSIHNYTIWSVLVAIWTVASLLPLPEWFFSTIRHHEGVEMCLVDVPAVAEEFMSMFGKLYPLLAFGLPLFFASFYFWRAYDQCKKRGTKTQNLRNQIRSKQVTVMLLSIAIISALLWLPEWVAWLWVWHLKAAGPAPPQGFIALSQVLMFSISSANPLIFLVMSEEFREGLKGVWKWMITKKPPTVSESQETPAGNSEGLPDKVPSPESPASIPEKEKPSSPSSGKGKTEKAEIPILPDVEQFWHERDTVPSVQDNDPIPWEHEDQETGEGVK
TEAD-YAP block: TEAD-YAP interaction inhibition; inhibition, % at 9.12 µM; HEK-TIYL cells, TEAD-Gal4/YAP UAS-luciferase luminescence; 640,000 tested, 1.4% active; in the data active means inhibition above about 32%;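 further: 0% = median of test compound wells and 100% = reference inhibitor wells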
MITF primary: inhibitors of human MITF. inhibition, % at 2.6 µM. AlphaScreen MITF homodimerization, bead proximity signal. O75030. 650,000 tested, 0.91% active; in the data active means inhibition above about 50%;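 further: 0% = vehicle wells with protein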
Target sequence (O75030 whole entry, looked up): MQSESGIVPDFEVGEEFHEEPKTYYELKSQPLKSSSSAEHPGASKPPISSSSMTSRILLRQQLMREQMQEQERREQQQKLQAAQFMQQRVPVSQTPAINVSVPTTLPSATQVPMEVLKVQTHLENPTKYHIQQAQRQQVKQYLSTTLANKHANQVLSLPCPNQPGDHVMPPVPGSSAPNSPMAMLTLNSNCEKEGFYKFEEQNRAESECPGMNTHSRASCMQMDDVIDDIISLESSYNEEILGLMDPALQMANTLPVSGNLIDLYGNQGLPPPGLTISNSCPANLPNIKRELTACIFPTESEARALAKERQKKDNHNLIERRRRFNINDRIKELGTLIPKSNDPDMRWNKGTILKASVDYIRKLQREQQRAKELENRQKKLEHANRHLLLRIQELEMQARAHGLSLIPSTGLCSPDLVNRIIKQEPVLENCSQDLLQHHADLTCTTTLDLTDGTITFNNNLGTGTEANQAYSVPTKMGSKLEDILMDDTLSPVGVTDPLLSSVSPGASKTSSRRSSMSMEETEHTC
FBW7 activator: human FBW7 E3 ligase activation, primary screen; Q969H0; AlphaScreen FBW7–phospho-cyclin E peptide binding, activator screen; normalized activity (activation), % at 26.1 µM; 650,000 tested, 0.13% active; in the data active means normalized activity above about 1.9%;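 further: purified mutant Fbw7 with reduced substrate affinity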
Numbers without * were called inactive.

SMILES | GPR151 activ | TEAD-YAP block | MITF primary | FBW7 activator
COc1cc(/C=C2\SC(=Nc3ccccc3)N(c3ccccc3)C2=O)ccc1OCc1ccc(Cl)cc1Cl | -2.1 | 7 | 13 | 0.8
Fc1ccc(C2=CC(c3ccc(F)cc3)n3ncnc3N2)cc1 (stereo not given) | -0.3 | -8 | 0 | -0.2
CCN1c2ncccc2C(=O)NC12CCN(Cc1cc(OC)cc(OC)c1)CC2 | 1.1 | -7 | -6 | -0.1
O=C(CN1C(=O)/C(=c2/sc3nc4ccccc4n3c2=O)c2ccccc21)Nc1cccc(Br)c1 | -0.9 | 8 | -21 | 0.1
CCC(=O)Nc1c(-c2cccc(OC)c2)c(=O)c2ccccc2n1C | 1.2 | 7 | -21 | -0.2
Cc1ccc2nc(/C(C#N)=C/c3cn(Cc4ccc(Cl)cc4Cl)nc3-c3ccccc3)[nH]c2c1 | 0.1 | -19 | 10 | 0.2
Cc1ccc(-n2c(SCC(N)=O)nnc2-c2ccoc2C)cc1 | -0.4 | 3 | 21 | 0.7
COc1ccc(Oc2ncnc(N)c2[N+](=O)[O-])cc1 | -0.6 | 2 | -16 | 0.0
COc1cc(/C=C2/SC(=S)NC2=O)cc([N+](=O)[O-])c1O | 1.1 | -4 | 18 | -0.4
CCOC(=O)C1(Cc2cccc(F)c2)CCN(CCC(C)O)CC1 (stereo not given) | -1.0 | -11 | -19 | 0.1
CN1C(=O)[C@H]2CN(C(=O)Oc3ccccc3)CCN2C(=O)[C@@H]1Cc1ccccc1 | 1.0 | 1 | -2 | -0.1
Cc1cc(C)c(S(=O)(=O)N2CCCC2C(=O)O)c(C)c1 (stereo not given) | -0.3 | -1 | 7 | 0.1
C=CCOc1nc(N2CCCC2)nc(N2CCCC2)n1 | -0.9 | -4 | 28 | 0.0
CC(C)CNC(=O)CC(=O)N/N=C/c1cc2c(cc1Br)OCO2 | -1.3 | 12 | -7 | 0.1
N#CSc1ccc(N=Cc2c(O)n(-c3ccccc3)c(=O)[nH]c2=O)cc1 | 0.8 | 8 | 20 | 0.1
COc1ccccc1[C@@H]1C[C@H]2CN(Cc3cccc(Cl)c3)C(=O)[C@]23CCCN13 | -0.6 | 5 | 10 | 0.1
Cc1cccc(NC(=O)C2CC(O)CN2C(=O)Oc2ccccc2)c1Cl (stereo not given) | 1.1 | 8 | 3 | 0.1
Cc1ccc(NC(=O)CSc2nnc(C)c(=O)[nH]2)cc1 | -0.6 | 9 | 19 | 1.4
COc1ccc(CC2(CO)CCN(Cc3cnn(-c4ccccc4OC)c3)CC2)cc1 | 0.2 | -2 | 3 | 0.0
CC(C)NS(=O)(=O)c1ccc(OCC(=O)NCc2ccncc2)c(Cl)c1 | -0.6 | 3 | 9 | 0.0
COc1cccc(/C=N/NC(=O)c2[nH]nc(-c3ccccc3)c2C)c1O | 7.6* | 10 | 25 | -0.1
COc1cccc(NC(=O)CSc2nc3ccccc3c(=O)n2Cc2ccco2)c1 | -1.0 | 7 | 18 | 0.6
CCCCOc1ccc(NC(=O)CSc2nc3ccc(OCC)cc3s2)cc1 | 0.4 | 14 | 4 | 0.8
COc1ccc(-n2c(C)nc3cc(C(=O)NCCC4=CCCCC4)ccc32)cc1 | 2.5 | -13 | -26 | -0.1
O=C(Nc1ccc2oc(-c3ccccc3)nc2c1)c1cc([N+](=O)[O-])ccc1Cl | -1.0 | 17 | 26 | 1.4
(next part)
SMILES | GPR151 activ | TEAD-YAP block | MITF primary | FBW7 activator
COc1ccc(CCNC(=O)NC2CCCCC2)cc1OC | -0.3 | 5 | 3 | 0.1
COc1ccc(N2CC(NC(=O)CCc3ccccc3)CC2=O)cc1 (stereo not given) | 0.6 | -3 | 16 | 0.9
CC1(C)CC(=O)C2=C(C1)OC(N)=C(C#N)C2CCc1ccccc1 (stereo not given) | -0.6 | 7 | -1 | -0.1
O=C1NC(=O)N(Cc2ccco2)C(=O)/C1=C\c1ccc(-c2ccc([N+](=O)[O-])cc2)o1 | 0.3 | -6 | 75* | -0.3
CCCn1c2c(c(O)c(C(=O)Nc3ccccn3)c1=O)CCCC2 | 0.5 | 0 | -10 | 0.1
Cc1cccn2cc(CCNS(=O)(=O)c3cccc([N+](=O)[O-])c3)nc12 | 0.6 | 4 | 0 | 0.1
COc1cc([N+](=O)[O-])ccc1NC(=O)C(C)Oc1ccc2c(C)cc(=O)oc2c1 (stereo not given) | -1.8 | 10 | 14 | 0.4
O=C(O)c1cc(S(=O)(=O)NCc2ccccc2)c(Cl)cc1Cl | -0.9 | 4 | -8 | -0.1
Cc1cccc(N2CCN(S(=O)(=O)c3ccc(Br)s3)CC2C)c1 (stereo not given) | 3.0 | -1 | -2 | -0.4
O=C(O)CCC(=O)NNC(=O)c1ccccc1 | -1.3 | -12 | -10 | 0.3
NS(=O)(=O)c1ccc(Cn2c(-c3ccc(-c4ccccc4)cc3)csc2=Nc2ccc(F)cc2)cc1 | -1.0 | 3 | 18 | 0.6
O=C1C(Cl)=C(NCc2ccco2)C(=O)c2ccccc21 | -1.0 | -7 | 10 | -0.4
Cc1c(Cl)cccc1NC(=O)C1CC(=O)N(C(C)C)C1 (stereo not given) | 0.9 | 12 | 4 | 0.0
COc1cc(CN2CCN(Cc3ccccc3Cl)CC2)cc(OC)c1 | 1.2 | 2 | 69* | 0.2
CCOC(=O)C1=C(C)NC2=C(C(=O)CC(c3ccc(OC)cc3)C2)C1c1ccc(O)c(OC)c1 (stereo not given) | -1.4 | 0 | 17 | 0.9
COc1ccc(N2C(=O)CC(N(CCc3ccccc3)C(=O)/C=C/C(=O)O)C2=O)cc1 (stereo not given) | -1.8 | 10 | 10 | 0.1
O=C(NC1CCCCC1)C1CCCN1C(=O)Oc1ccccc1 (stereo not given) | -0.3 | -1 | 5 | -0.2
CC(=O)c1cccc(S(=O)(=O)NC(C)Cc2ccco2)c1 (stereo not given) | 0.1 | -1 | -8 | 0.0
COC(=O)C1=C(C)OC(N)=C(C#N)C1c1ccccc1Cl (stereo not given) | 0.5 | 5 | -1 | 0.0
COc1ccc(Nc2nc3ccc([N+](=O)[O-])cc3nc2Nc2ccc(OC)cc2)cc1 | -0.3 | -5 | -2 | -0.1
O=C(Nc1ccc(-n2cccn2)cc1)C1CCN(Cc2ccc3nonc3c2)CC1 | 0.7 | -22 | -1 | 0.0
CCCCN(C)S(=O)(=O)c1ccc(C(=O)Nc2sc3c(c2-c2nc4ccccc4s2)CCN(CC)C3)cc1 | 0.3 | 3 | 0 | -0.1
Cc1nn(CC(=O)C(C)(C)C)c(C)c1[N+](=O)[O-] | 2.1 | 5 | 14 | 0.1
O=C1N(Cc2cccc(Cl)c2)CCN1c1ccc2c(c1)OCO2 | -0.1 | -18 | -2 | 0.0
CCOC(=O)C1=C(c2ccccc2)N=c2s/c(=C/c3cc4c(cc3Cl)OCO4)c(=O)n2C1c1ccc(F)cc1 (stereo not given) | 0.2 | 8 | 17 | 0.0

Retrieved one by one from the entries so far, 2 records:
SMILES | GPR151 activ | TEAD-YAP block | MITF primary | FBW7 activator
O=C(O)c1cc(S(=O)(=O)NCc2ccccc2)c(Cl)cc1Cl | -0.9 | 4 | -8 | -0.1
COc1ccc(Nc2nc3ccc([N+](=O)[O-])cc3nc2Nc2ccc(OC)cc2)cc1 | -0.3 | -5 | -2 | -0.1

(cont.)
SMILES | GPR151 activ | TEAD-YAP block | MITF primary | FBW7 activator
CC(C)C[C@H]1C(=O)N2CCN(Cc3ccccc3)C[C@@H]2C(=O)N1C | -0.4 | -20 | -7 | 0.1
CC(O)CNCCCOc1ccccc1-c1ccccc1 (stereo not given) | 1.2 | 2 | 6 | -0.1
N#Cc1ccc(-c2csc(NC(=O)c3ccc(S(=O)(=O)N4CCc5ccccc54)cc3)n2)cc1 | 0.6 | 6 | 7 | 1.1
CCOc1ccc(/C(O)=C2\C(=O)C(=O)N(CCN(C)C)C23C(=O)N(C)c2ccccc23)cc1 (stereo not given) | 1.0 | 3 | -16 | -0.1
O=C(O)CCNCc1ccc(Br)cc1 | -0.5 | 2 | 15 | 0.0
O=C(Nc1ccc2cn[nH]c2c1)[C@H](O)COc1ccc(Br)cc1 | -1.1 | -5 | 11 | 0.0
CN(CC(=O)OCC(=O)NC(N)=O)S(=O)(=O)c1ccc(Cl)cc1 | 2.2 | 6 | -4 | -0.1
Cc1nc(N2CCCC(C)C2)c2c3c(sc2n1)CCC3 (stereo not given) | 2.3 | 2 | 20 | 0.9
Cc1ccc2sc(-c3ccc(NC(=O)c4ccccc4Cl)cc3)nc2c1 | -0.3 | 21 | 3 | 0.0
COc1ccc(CCNC(=O)c2cccc(Nc3cc(OC)c(OC)c(OC)c3)n2)cc1 | -1.4 | -1 | -6 | -0.1
CCc1ccccc1NC(=O)Cn1nc([N+](=O)[O-])cc1C | 0.1 | -1 | 19 | 0.0
O=C(c1ccccc1Sc1c(Cl)cccc1[N+](=O)[O-])N1CCOCC1 | 0.6 | 1 | -4 | 0.0
COc1cc(/C=C2/NC(=O)N(Cc3ccccc3F)C2=O)ccc1O | -0.5 | -15 | -12 | 0.2
O=c1cc(CN2CCN(Cc3ccc4c(c3)OCO4)CC2)c2cc(O)c(O)cc2o1 | 4.0 | -3 | 91* | -0.8
Cn1cc(CN2CCN(CC(C)(C)C)C(CCO)C2)c(-c2ccccc2)n1 (stereo not given) | 1.1 | 16 | -3 | 0.0
CC(C)c1ccc(/C=C2\N=C(c3ccc(Cl)c(Cl)c3)OC2=O)cc1 | -0.1 | 3 | 0 | 0.2
COc1ccc(C(=O)NC(=S)NCc2ccco2)cc1OC | 2.4 | 8 | 19 | 0.0
O=C(O)c1[nH]c2ccc(Cl)cc2c1CC(=O)N1CCN(c2ccccc2)CC1 | -0.8 | -2 | 11 | 0.5
O=C(CC1C(=O)NCCN1Cc1cccs1)NCc1ccon1 (stereo not given) | -3.3 | 1 | 12 | 0.1
O=C(O)CSc1nnc(-c2ccncc2)n1-c1ccccc1 | 0.1 | 12 | 0 | 0.1
COc1ccccc1-c1nnc2sc(COc3ccccc3)nn12 | -0.2 | -7 | -5 | -0.1
CCCCN1C(=O)C(=O)/C(=C(/O)c2ccccc2)C1c1ccccc1[N+](=O)[O-] (stereo not given) | 2.6 | 11 | 19 | 0.0
CCC(=O)c1ccc(OCC(=O)N(CC)CC)cc1 | -0.4 | 5 | 3 | 0.2
CCC(C(=O)NC1CC1)n1nc(C)n2c(cc3occc32)c1=O (stereo not given) | -0.8 | 4 | 6 | 0.0
CN(C(=S)SCc1ccccc1)C1CCS(=O)(=O)C1 (stereo not given) | -0.2 | 1 | -5 | -0.1
The list continues:
SMILES | GPR151 activ | TEAD-YAP block | MITF primary | FBW7 activator
O=C(COc1cc(Cl)c(Cl)cc1Cl)NC1CCOC1=O (stereo not given) | -0.6 | -2 | 9 | 0.0
CN(C)S(=O)(=O)c1ccc(NCc2c(C#N)oc3ccc(Br)cc23)cc1 | -1.0 | 4 | 19 | 0.3
O=C(COc1ccc2oc3c(c2c1)CCCC3)Nc1ccccc1Br | 1.9 | 7 | 5 | -0.1
COC(=O)c1ccc(NC(=O)/C(=C\c2ccc([N+](=O)[O-])cc2)NC(=O)c2ccccc2Cl)cc1 | -0.3 | -3 | -5 | -0.1
COc1ccc(C(=O)Nc2ccccn2)cc1OC | -4.4 | -56 | 15 | 0.1
COc1cccc(OCC(=O)Nc2cc(Cl)ccc2C(=O)O)c1 | 2.2 | 6 | 6 | 0.0
CCC1CCc2c(sc(NC(=O)c3ccc4c(c3)OCO4)c2C(=O)OC)C1 (stereo not given) | -0.7 | -4 | 0 | 0.4
CCOc1ccc(CN2CCc3nnc(-c4ccccc4)n3CC2)cc1 | -0.1 | 13 | 8 | -0.1
CN(C)C(=O)n1nc(-c2ccccc2)cc1-c1ccccc1 | -1.2 | -1 | -2 | 0.0
Oc1ccc(NCn2nnc3ccccc32)cc1 | 0.5 | -7 | 9 | -0.2
OCCNc1nc(Cl)nc(NCCC2=CCCCC2)n1 | -0.3 | -13 | 8 | -0.1
CC1(C)CC(=O)C2=C(C1)N(c1ccc(Cl)c(Cl)c1)C1=C(C(=O)CC(C)(C)C1)C2c1ccc(Cl)c([N+](=O)[O-])c1 | -0.1 | -4 | -3 | -0.1
Cc1cc(NS(=O)(=O)c2ccc(NC(=O)c3cccc(C(F)(F)F)c3)cc2)no1 | -2.5 | -5 | -10 | 0.1
Cn1c(=O)c2c(nc(SCC(=O)Nc3ccc4c(c3)OCO4)n2Cc2ccccc2)n(C)c1=O | 0.1 | 3 | 4 | -0.2
CCNc1nc(NCC)n2c(SCC(=O)Nc3ccccc3C(F)(F)F)nnc2n1 | 0.3 | 9 | 10 | 0.0
O=c1[nH]c(Cn2nnc(-c3ccccc3)n2)nc2c1nnn2Cc1ccc(F)cc1 | -1.4 | -5 | -3 | -0.1

Of the compounds above, these contain a furan ring, fused or not.
SMILES | GPR151 activ | TEAD-YAP block | MITF primary | FBW7 activator
Cc1ccc(-n2c(SCC(N)=O)nnc2-c2ccoc2C)cc1 | -0.4 | 3 | 21 | 0.7
COc1cccc(NC(=O)CSc2nc3ccccc3c(=O)n2Cc2ccco2)c1 | -1.0 | 7 | 18 | 0.6
O=C1NC(=O)N(Cc2ccco2)C(=O)/C1=C\c1ccc(-c2ccc([N+](=O)[O-])cc2)o1 | 0.3 | -6 | 75* | -0.3
O=C1C(Cl)=C(NCc2ccco2)C(=O)c2ccccc21 | -1.0 | -7 | 10 | -0.4
CC(=O)c1cccc(S(=O)(=O)NC(C)Cc2ccco2)c1 (stereo not given) | 0.1 | -1 | -8 | 0.0
COc1ccc(C(=O)NC(=S)NCc2ccco2)cc1OC | 2.4 | 8 | 19 | 0.0
CCC(C(=O)NC1CC1)n1nc(C)n2c(cc3occc32)c1=O (stereo not given) | -0.8 | 4 | 6 | 0.0
CN(C)S(=O)(=O)c1ccc(NCc2c(C#N)oc3ccc(Br)cc23)cc1 | -1.0 | 4 | 19 | 0.3
O=C(COc1ccc2oc3c(c2c1)CCCC3)Nc1ccccc1Br | 1.9 | 7 | 5 | -0.1
